Source: PubChem BioAssay
Shiga toxin inh: blocks Shiga toxin action in Vero cells; Vero cells, Shiga toxin protein synthesis inhibition reporter; inhibition, % at 38.7 µM; 290,000 tested, 9.2% active; AID 2315; in the data active = inhibition mostly above about 28%, no sharp cut-off; inactive = mostly below about 43%; note: 0% is about no effect
Pf growth 96h: inhibits malaria parasite growth, 96 h. P. falciparum luciferase reporter growth, 96 h. Potency, µM (top dose mostly 28.7 µM), for the others: top-dose activity change, negative = inhibition, hits mostly inhibitors. 320,000 tested, 6.9% active. AID 504834; note: potency is the fitted concentration of half-maximal effect; % is set by controls: 0 for no effect and ±100 for the full control effect
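Erythrocytes infected with luciferase-expressing P. falciparum were dispensed at 2% hematocrit and 0.05% parasitemia (final), then incubated with compounds 96 hours at 37 C in 5% CO2. Luminescence after detection reagent addition reported growth.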
HCV inh: inhibitors of hepatitis C virus infection; Potency, µM (highest dose often 41.8 µM), for the others: at the highest dose activity change, negative = inhibition, actives largely listed as inhibitors; 340,000 tested, 3.4% active; Huh7.5.1 HCVcc-Cre infection, luciferase reporter, 44 h; note: potency is the fitted concentration of half-maximal effect; % is set by controls: 0 for no effect and ±100 for the full control effect
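Antiviral activity was scored by luciferase reporter output from cells infected with HCVcc-Cre (~0.5 moi) in presence of compound, 44 h infection period, cells seeded 1,000/well 4 h prior.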
LmPK inhibitor: blocks Leishmania mexicana pyruvate kinase activity; Q27686; Potency, µM (highest dose often 57.5 µM), inactives show at the highest dose activity change, negative = inhibition, most hits filed as inhibitors; purified LmPK, Kinase-Glo ATP luminescence, 1 h; AID 1721; 290,000 tested, 0.37% active; note: potency is the fitted concentration of half-maximal effect; % is set by controls: 0 for no effect and ±100 for the full control effect
Target sequence (Q27686 whole entry, looked up): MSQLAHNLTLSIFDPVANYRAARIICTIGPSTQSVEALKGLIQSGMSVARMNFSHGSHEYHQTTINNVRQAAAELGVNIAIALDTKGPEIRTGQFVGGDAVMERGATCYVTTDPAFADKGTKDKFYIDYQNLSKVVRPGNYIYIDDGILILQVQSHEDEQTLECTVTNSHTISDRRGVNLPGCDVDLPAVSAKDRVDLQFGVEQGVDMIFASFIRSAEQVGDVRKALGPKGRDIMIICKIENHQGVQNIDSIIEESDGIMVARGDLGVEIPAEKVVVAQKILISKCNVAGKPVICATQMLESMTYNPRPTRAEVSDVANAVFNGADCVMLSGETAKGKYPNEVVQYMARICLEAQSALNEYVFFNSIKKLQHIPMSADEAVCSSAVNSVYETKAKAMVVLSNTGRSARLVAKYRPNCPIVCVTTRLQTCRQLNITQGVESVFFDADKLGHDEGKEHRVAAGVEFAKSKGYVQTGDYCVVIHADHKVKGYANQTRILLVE
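Purified LmPK (0.1 nM) converted ADP (0.1 mM) to ATP with PEP (0.5 mM) in imidazole buffer pH 7.2 with KCl and MgCl2, 1 h at room temperature. ATP was read by Kinase-Glo luminescence; data normalized to uninhibited and no-enzyme controls.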
Tb PYK inh: T. brucei pyruvate kinase inhibition; TbPYK enzyme, Kinase-Glo Plus ATP luminescence, 45 min; 410,000 tested, 0.12% active; Q57TT1; Potency, µM (top dose mostly 76.8 µM), for inactives: at the highest dose activity, negative = inhibition, actives largely listed as inhibitors; note: potency is the fitted concentration of half-maximal effect; % is set by controls: 0 for no effect and ±100 for the full control effect; nearly all actives have a fitted effect of over 50% in size
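Luminescence from Kinase-Glo Plus, added after a 45-minute room-temperature reaction, served as the end-point read-out. The enzyme and substrate were preincubated with compound before ADP (130 uM final) initiated turnover. Concentration-effect curves came from normalized qHTS data.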
Pf growth 48h: P. falciparum growth inhibition at 48 hours (one generation); 310,000 tested, 5.9% active; Potency, µM (doses to about 28.7 µM), for inactives: at the highest dose activity change, negative = inhibition, hits mostly inhibitors; AID 504832; P. falciparum luciferase growth in erythrocytes, 48 h; note: potency is the fitted concentration of half-maximal effect; % is set by controls: 0 for no effect and ±100 for the full control effect
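First compound was added to culture medium, then infected red cells at 0.1% parasitemia and 2% hematocrit (final). After incubation at 37 C under 5% CO2, luciferase detection reagent was dispensed and light output recorded.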
CHX counter: counter-screen hit for Shiga toxin inhibitors, cycloheximide; cell reporter, cycloheximide protein synthesis inhibition counterscreen; max response, %; AID 2314; 300,000 tested, 12% active; in the data active = max response mostly above about 13%, no sharp cut-off; inactive = mostly below about 14%; note: read at 38.3 µM for the half of the compounds with a filed dose; 0% is about no effect
The depositor's hits bear a star; [ ] = dose if it differs, or a comment. Unless noted, calls come from the whole dose curve; as a rule, active = well fitted curve in the direction sought with a large enough effect; inconclusive = small, poorly fitted or top-dose-only effect, or another doubt; inactive = no such curve, though single readings can be large; an effect the other way counts as inactive or inconclusive.

`O=C(O)c1cccc(NS(=O)(=O)c2ccc(S(=O)(=O)N3CCOCC3)cc2)c1` gave Shiga toxin inh 3, Pf growth 96h 33%[activator], HCV inh 10%, LmPK inhibitor 0%, Tb PYK inh -2%, Pf growth 48h 12% and CHX counter 3.
`CC(C)C(NC(=O)c1c(F)cccc1F)C(=O)NCC(c1ccccc1)N(C)C` (configuration not stated) gave Shiga toxin inh -9, Pf growth 96h inconclusive, HCV inh 9%, LmPK inhibitor 1%, Tb PYK inh -1%, Pf growth 48h 3% and CHX counter 4.
`O=C1CCCC(O)=C1C1C2=C(CCCC2=O)Oc2ccccc21` (configuration not stated) gave Shiga toxin inh -6, Pf growth 96h inconclusive, HCV inh -2%, LmPK inhibitor -5%, Tb PYK inh -9%, Pf growth 48h 5% and CHX counter 10.
CCCCN(c1ccccc1)S(=O)(=O)N(C)C was read as Shiga toxin inh -7, Pf growth 96h 5%, HCV inh 16%, LmPK inhibitor -2%, Tb PYK inh -17%, Pf growth 48h 5% and CHX counter -1.
Screening CCc1ccccc1NC(=O)CCS(=O)(=O)c1ccc(OC)cc1 returned Shiga toxin inh -7, Pf growth 96h 7%, HCV inh -2%, LmPK inhibitor 8%, Tb PYK inh -12%, Pf growth 48h 2% and CHX counter -4.
For CN(CC(=O)Nc1ccc(F)cc1)C(=O)c1cccc(NS(=O)(=O)c2ccccc2)c1 the results were Pf growth 96h inconclusive, HCV inh -7%, Tb PYK inh 1% and Pf growth 48h -17%.
O=C(CSc1nnc(-c2ccccn2)n1Cc1ccco1)Nc1ccc2c(c1)OCO2 was read as Shiga toxin inh -28, Pf growth 96h 32%[activator], HCV inh 4%, LmPK inhibitor 4%, Tb PYK inh 3%, Pf growth 48h 8% and CHX counter 1.
For CNC(=O)/C=C1\NC(C)(C)Cc2ccccc21 the results were Shiga toxin inh -4, Pf growth 96h inconclusive, HCV inh inconclusive, LmPK inhibitor 3%, Tb PYK inh -6% and CHX counter -3.
For CC(C)(CNC(=O)c1cc2c(s1)CCCC2)N1CCOCC1 the results were Pf growth 96h 10%, HCV inh -2%, Tb PYK inh 1% and Pf growth 48h 0%.
Cc1ccccc1CN1CCNC(=O)C1CC(=O)N(C)CCC1CCOCC1 (configuration not stated) was read as Shiga toxin inh 2, Pf growth 96h inconclusive, HCV inh 25%, LmPK inhibitor 7%, Tb PYK inh -4%, Pf growth 48h -24% and CHX counter 0.
Screening O=C(CSc1nc2ccccc2nc1N1CCOCC1)N1CCN(c2ccccc2)CC1 returned Shiga toxin inh 5, Pf growth 96h inconclusive, HCV inh inconclusive, LmPK inhibitor -5%, Tb PYK inh 0%, Pf growth 48h 9.3µM* and CHX counter -2.
For CCCCN(C1CCS(=O)(=O)C1)S(=O)(=O)c1cc(C)ccc1C (configuration not stated) the results were Pf growth 96h inconclusive, HCV inh inconclusive, Tb PYK inh -1% and Pf growth 48h inconclusive.
Screening CC(C)c1nnc(NC(=O)C2CCN(c3nc4ccccc4s3)CC2)s1 returned Shiga toxin inh -1, Pf growth 96h inconclusive, HCV inh -20%, LmPK inhibitor 0%, Tb PYK inh -4%, Pf growth 48h 8% and CHX counter 18.
O=C(O)c1ccccc1-c1c2cc(I)c(=O)c(I)c-2oc2c(I)c(O)c(I)cc12 was read as Shiga toxin inh -3, HCV inh -5%, Tb PYK inh -14% and CHX counter -2.
For Cc1cc(=O)n(CC(=O)Nc2cc(Cl)ccc2C)c(C(C)C)n1 the results were Shiga toxin inh 45, Pf growth 96h 19%, HCV inh -4%, LmPK inhibitor 3%, Tb PYK inh -2%, Pf growth 48h -25% and CHX counter 1.
For CC(=O)N1CCN(C2=NC(=O)C(=C3CCCCC3)S2)CC1 the results were Shiga toxin inh 19*, Pf growth 96h -19%, HCV inh -10%, LmPK inhibitor -1%, Tb PYK inh -9%, Pf growth 48h inconclusive and CHX counter 15.
For CC(=O)Nc1c(O)n(C)c2ccccc12 the results were Shiga toxin inh 9, Pf growth 96h inconclusive, HCV inh 1%, LmPK inhibitor 2%, Tb PYK inh -8%, Pf growth 48h 32%[activator] and CHX counter 1.
O=C(NCCCCc1ccccc1)C12CN(Cc3ccccc3)CC1C(c1cccc([N+](=O)[O-])c1)=NO2 (configuration not stated) was read as Shiga toxin inh 1, Pf growth 96h inconclusive, HCV inh inconclusive, LmPK inhibitor 7%, Tb PYK inh 5%, Pf growth 48h 4.7µM* and CHX counter 9.
Screening COc1cc(OC)cc(C(=O)NC(=S)Nc2cccnc2)c1 returned Shiga toxin inh 26, Pf growth 96h 1%, HCV inh 12%, LmPK inhibitor inconclusive, Tb PYK inh -1%, Pf growth 48h 0% and CHX counter 17.
`COC(=O)C1=CN(Cc2ccccc2)C=C(C(=O)OC)C1c1cc(F)ccc1F` gave Shiga toxin inh -7, Pf growth 96h 7.4µM*, HCV inh -23%, LmPK inhibitor 5%, Tb PYK inh -3%, Pf growth 48h 7.4µM* and CHX counter 6.
For CC1=C(C(=O)OC(C)C)C(c2c[nH]c3ccccc23)n2ncnc2N1 (configuration not stated) the results were Shiga toxin inh -11, Pf growth 96h inconclusive, HCV inh 10%, LmPK inhibitor 11%, Tb PYK inh -16% and CHX counter -5.
O=S(=O)(Nc1cc(Sc2cccc3cccnc23)c(O)c2ccccc12)c1ccc(F)cc1 was read as Shiga toxin inh active, Pf growth 96h 7%, HCV inh 11µM*, LmPK inhibitor -7%, Tb PYK inh inconclusive, Pf growth 48h 2.6µM* and CHX counter 24*.
`COc1ccc(S(=O)(=O)N2CCCC(C(=O)N3CCN(C)CC3)C2)cc1Cl` (configuration not stated) gave Shiga toxin inh -11, Pf growth 96h inconclusive, HCV inh inconclusive, LmPK inhibitor -9%, Tb PYK inh -4%, Pf growth 48h -14% and CHX counter -3.
O=C(COc1ccc([N+](=O)[O-])cc1)N(Cc1cccs1)C1CCS(=O)(=O)C1 (configuration not stated) was read as Shiga toxin inh 1, Pf growth 96h -7%, HCV inh 5%, LmPK inhibitor 3%, Tb PYK inh 6%, Pf growth 48h -4% and CHX counter -5.
Screening O=C(Cc1ccccc1)N/N=C/c1cc(Br)cc(Cl)c1O returned Shiga toxin inh 2, Pf growth 96h inconclusive, HCV inh inconclusive, LmPK inhibitor 1%, Tb PYK inh 1%, Pf growth 48h -11%[5.75 µM] and CHX counter -1.
Cc1ccc(-n2nc(CC#N)c(C#N)c2N)cc1 was read as Shiga toxin inh 5, Pf growth 96h 2%, HCV inh -3%, LmPK inhibitor -5%, Tb PYK inh -10%, Pf growth 48h 22% and CHX counter 3.
CCOC(=O)c1cc(C#N)c(SCC(=O)c2cc(C#N)c(SC)nc2C)nc1C was read as Shiga toxin inh 17, Pf growth 96h 5%, HCV inh -20%, LmPK inhibitor -5%, Tb PYK inh 2%, Pf growth 48h -21% and CHX counter 0.
`Cn1cccc1C(=O)NCC(c1ccc(F)cc1)N1CCOCC1` (configuration not stated) gave Shiga toxin inh 12, Pf growth 96h inconclusive, HCV inh 4%, LmPK inhibitor -9%, Tb PYK inh 4%, Pf growth 48h -4% and CHX counter 16.
`Cc1ccsc1/C=C1\SC(N2CCOCC2)=NC1=O` gave Shiga toxin inh 111*, Pf growth 96h 51%[activator], HCV inh -4%, LmPK inhibitor -28%, Tb PYK inh -11%, Pf growth 48h inconclusive and CHX counter 33*.
COc1ccc2c(Cl)c(C(=O)NN3CCN(C)CC3)sc2c1 was read as Shiga toxin inh 26, Pf growth 96h inconclusive, HCV inh inconclusive, LmPK inhibitor 1%, Tb PYK inh -4%, Pf growth 48h 11% and CHX counter 23*.

The last 3 entries of the part above lead into the next:
`Cn1cccc1C(=O)NCC(c1ccc(F)cc1)N1CCOCC1` (configuration not stated) gave Shiga toxin inh 12, Pf growth 96h inconclusive, HCV inh 4%, LmPK inhibitor -9%, Tb PYK inh 4%, Pf growth 48h -4% and CHX counter 16.
`Cc1ccsc1/C=C1\SC(N2CCOCC2)=NC1=O` gave Shiga toxin inh 111*, Pf growth 96h 51%[activator], HCV inh -4%, LmPK inhibitor -28%, Tb PYK inh -11%, Pf growth 48h inconclusive and CHX counter 33*.
COc1ccc2c(Cl)c(C(=O)NN3CCN(C)CC3)sc2c1 was read as Shiga toxin inh 26, Pf growth 96h inconclusive, HCV inh inconclusive, LmPK inhibitor 1%, Tb PYK inh -4%, Pf growth 48h 11% and CHX counter 23*.
`CCOC(=O)c1ccc(N(C(=O)c2ccco2)C(C(=O)NC2CCCC2)c2ccncc2)cc1` (configuration not stated) gave Shiga toxin inh 16, Pf growth 96h 32%[activator], HCV inh -11%, LmPK inhibitor -1%, Tb PYK inh 5%, Pf growth 48h inconclusive and CHX counter 7.
Cc1cccn2c(=O)nc(SCC(=O)Nc3cccc4ccccc34)nc12 was read as Pf growth 96h inconclusive, HCV inh inconclusive, Tb PYK inh 1% and Pf growth 48h inconclusive.
`COc1ccc(/C=C(\C#N)C(=O)OCC(=O)Nc2ccc(-c3nc4ccc(C)cc4s3)cc2)cc1` gave Shiga toxin inh 123*, Pf growth 96h 168%[activator], HCV inh 7%, LmPK inhibitor 1%, Tb PYK inh -3%, Pf growth 48h 91%[activator] and CHX counter 28*.
For C#CCOC(=O)/C(=C/c1ccc(F)cc1)NC(C)=O the results were Shiga toxin inh 9, Pf growth 96h inconclusive, HCV inh 1%, LmPK inhibitor -2%, Tb PYK inh -4%, Pf growth 48h 16% and CHX counter 0.
For COc1ccc(N2CCN(C(=O)c3oc4ccccc4c3NC(=O)Cc3cccc(OC)c3)CC2)cc1 the results were Shiga toxin inh -12, Pf growth 96h 0%, HCV inh inconclusive, LmPK inhibitor 6%, Tb PYK inh -3%, Pf growth 48h inconclusive and CHX counter -3.
Screening CCCCC/C=C/C1=CC(=O)C[C@H](c2ccc3c(c2)OCO3)C1 returned Pf growth 96h inconclusive, HCV inh 6%, Tb PYK inh -3% and Pf growth 48h -27%.
`Nc1nnnn1/N=C/c1cc(Cl)ccc1O` gave Shiga toxin inh 16, Pf growth 96h 0%, HCV inh -9%, LmPK inhibitor -2%, Tb PYK inh 2%, Pf growth 48h -14% and CHX counter -1.
CCS(=O)(=O)CCSc1nc(C)cc(C)c1C#N was read as Shiga toxin inh -21, HCV inh 15%, LmPK inhibitor -14%, Tb PYK inh 4%, Pf growth 48h 32%[activator] and CHX counter -4.
`CCNC(=O)Oc1ccc(-c2csnn2)cc1` gave Shiga toxin inh 17, Pf growth 96h 15%, HCV inh -15%, LmPK inhibitor 6%, Tb PYK inh -10%, Pf growth 48h 16% and CHX counter 7.
`Cc1cc(CSc2ccccc2C(=O)O)on1` gave Shiga toxin inh -5, Pf growth 96h 7%, HCV inh 10%, LmPK inhibitor 2%, Tb PYK inh 0%, Pf growth 48h 6% and CHX counter -5.
Screening NC(=O)COC(=O)[C@H](Cc1ccccc1)NS(=O)(=O)c1ccc2c(c1)OCCO2 returned Pf growth 96h 39%[activator], HCV inh 2%, Tb PYK inh 4% and Pf growth 48h 19%.
For CCCCCCCCCCCC(CC1OC(=O)C1CCCCCC)OC(=O)C(CC(C)C)NC=O (configuration not stated) the results were Pf growth 96h 1.5µM*, Tb PYK inh -5% and Pf growth 48h 1.1µM*.
